RGS4 inhibitor: human RGS4 inhibition; Transcreener GDP fluorescence polarization, RGS4-accelerated GTP hydrolysis; Potency, µM (highest dose often 114 µM), without a hit: at the highest dose activity change, negative = inhibition, actives largely listed as inhibitors; AID 504845; 0.039% of 390,000 active; further: potency means the concentration at half of the fitted maximal effect; on the % scale 0 is the no-effect control and ±100 the full control effect; nearly all actives have a fitted effect of over 75% in size; some results filed as inactive show a strong effect at the top dose
Target sequence (P49798 whole entry, looked up): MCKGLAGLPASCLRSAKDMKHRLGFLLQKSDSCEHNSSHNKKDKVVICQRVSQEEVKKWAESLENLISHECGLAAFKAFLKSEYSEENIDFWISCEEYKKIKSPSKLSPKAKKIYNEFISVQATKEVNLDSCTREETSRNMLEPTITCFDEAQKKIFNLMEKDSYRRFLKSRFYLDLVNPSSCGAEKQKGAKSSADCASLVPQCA
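MLSMR compounds (23 nl, pin-transferred) preincubated 10 min at room temperature with a 500nM (2x) first reagent, then RGS4 at 900nM (2x) plus Transcreener GDP mix added; fluorescence polarization (620/688 nm) read before and after 90 min at 30 °C.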
12-LOX inh: inhibitors of human 12S-lipoxygenase ALOX12; P18054; purified 12hLO, xylenol orange hydroperoxide absorbance; Potency, µM (doses to about 108 µM), for the others: at the highest dose activity change, negative = inhibition, most hits filed as inhibitors; 1.1% of 580,000 active; AID 1671190; further: potency means the concentration at half of the fitted maximal effect; on the % scale 0 is the no-effect control and ±100 the full control effect
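Purified human 12hLO at 150 nM in 25 mM Hepes, 0.01% Triton X-100, pH 7.0, preincubated 15 min at room temperature with compound. Reaction started with 40 uM arachidonic acid, 30 min at room temperature. Hydroperoxide measured by Fe-xylenol orange, 573/405 nm absorbance ratio.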
HP1b chromo inh: blocks HP1-beta chromodomain binding to methylated histone tails; Potency, µM (highest dose often 114 µM), without a hit: at the highest dose activity change, negative = inhibition, usual class: inhibitors; P83916; AlphaScreen HP1-beta / biotin-H3K9me3 peptide binding; AID 540317; 0.56% of 390,000 active; further: potency means the concentration at half of the fitted maximal effect; nearly all actives have a fitted effect of over 70% in size; inactives centre near 23
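Compound inhibition of the preformed complex between 50 nM HP1-beta and 50 nM biotinylated H3K9me3 peptide was read by AlphaScreen. Buffer was PBS pH 7.4 with 0.01% Tween-20. Incubations ran 30 min at room temperature, with 10 ug/mL donor/acceptor beads.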
PI4K2A block: inhibitors of human PI4K2A. purified PI4K2A, ADP-Glo luminescence, 1 h; stronger effect = lower value. activity change, negative = inhibition, % at 76.9 µM. 0.13% of 420,000 active; in the data active means activity change below about -50%; inconclusive means mostly about -30% to -49%;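 further: -100% = wells without enzyme as full effect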
Target sequence (Q9BTU6 whole entry, looked up): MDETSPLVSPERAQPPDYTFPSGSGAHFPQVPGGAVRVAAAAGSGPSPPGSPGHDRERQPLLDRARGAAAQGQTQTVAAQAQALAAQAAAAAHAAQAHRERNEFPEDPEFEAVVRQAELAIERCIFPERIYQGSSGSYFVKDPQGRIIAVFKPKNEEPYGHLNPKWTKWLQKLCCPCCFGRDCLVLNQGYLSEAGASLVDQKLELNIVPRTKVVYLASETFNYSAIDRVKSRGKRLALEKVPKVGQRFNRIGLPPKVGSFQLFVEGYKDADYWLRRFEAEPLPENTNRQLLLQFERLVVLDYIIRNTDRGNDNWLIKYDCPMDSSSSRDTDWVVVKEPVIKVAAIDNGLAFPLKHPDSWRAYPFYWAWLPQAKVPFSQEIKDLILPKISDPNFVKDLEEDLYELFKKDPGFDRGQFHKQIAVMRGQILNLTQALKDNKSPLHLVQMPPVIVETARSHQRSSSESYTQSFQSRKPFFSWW
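Compounds are screened against recombinant PI4K2A using PI as substrate and ATP, the latter dispensed at 300 microM. Reactions run one hour at ambient temperature before ADP-Glo detection; full inhibition defined by wells lacking enzyme.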
GLS inh: glutaminase GLS (human) inhibition | O94925 | GLS enzymatic activity, qHTS titration | Potency, µM (series often up to 45.5 µM), for the others: at the highest dose activity change, negative = inhibition, usual class: inhibitors | 0.21% of 410,000 active | AID 624170; further: potency means the concentration at half of the fitted maximal effect; on the % scale 0 is the no-effect control and ±100 the full control effect
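Assay buffer: 45 mM KH2PO4 pH 8.2, 0.02% Tween-20. hKGA acts on L-glutamine (1 mM solution added); product glutamate is reported by an oxidase/peroxidase Amplex Red coupling, with fluorescence taken at baseline and 30 min.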
JMJD2A Tudor: JMJD2A Tudor domain (human) inhibition | O75164 | AlphaScreen JMJD2A-Tudor / H3K4me3 peptide binding | Potency, µM (series often up to 114 µM), for the others: top-dose activity change, negative = inhibition, actives largely listed as inhibitors | 4.4% of 390,000 active | AID 504339; further: potency means the concentration at half of the fitted maximal effect; on the % scale 0 is the no-effect control and ±100 the full control effect; nearly all actives have a fitted effect of over 50% in size
BAZ2B inh: inhibitors of human BAZ2B bromodomain. Q9UIF8. AlphaScreen BAZ2B-H3K14Ac peptide displacement. Potency, µM (highest dose often 114 µM), for inactives: top-dose activity change, negative = inhibition, actives largely listed as inhibitors. 4.4% of 360,000 active. AID 504333; further: potency means the concentration at half of the fitted maximal effect; on the % scale 0 is the no-effect control and ±100 the full control effect; nearly all actives have a fitted effect of over 60% in size
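AlphaScreen luminescence quantifies BAZ2B engagement of H3K14Ac peptide; the protein and biotinylated peptide are both at 50 nM final, buffer PBS pH 7.4 with 0.01% Tween-20, all steps at room temperature.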
ERG Ets-DNA blk: ERG Ets/DNA interaction inhibition | P11308 | fluorescence polarization, His-ERG Ets domain / labelled DNA | 0.028% of 370,000 active | Potency, µM (series often up to 76.9 µM), without a hit: at the highest dose FP activity, negative = inhibition, hits mostly inhibitors; active means well fitted inhibition curve with a large enough effect in the polarisation, with a control signal flat; inconclusive means small, poorly fitted or top-dose-only effect, or effect the other way, or a change in a side signal; inactive means no such curve, though single readings can be large or run the other way; the % refers to the polarisation;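 further: polarization taken with two DNA probes labelled with fluorescein and Texas red; potency means the concentration at half of the fitted maximal effect; % of control where 0% means no effect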
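His-tagged ERG Ets domain (1 uM in the protein solution; 300mM KCl, 50mM Tris-HCl, 1mM EDTA, 1mM DTT, pH 7.5) received compound, then a probe mix of 5 nM fluorescein-DNA and 100nM Texas-615-DNA. Fluorescence polarization was read for both dyes.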
G9a block: G9a (human) methyltransferase inhibition | Q96KQ7 | G9a H3K9 monomethylation, AlphaScreen, 2 h | Potency, µM (doses to about 102 µM), inactives show at the top dose activity, negative = inhibition, usual class: inhibitors | 8.8% of 350,000 active | AID 504332; further: potency means the concentration at half of the fitted maximal effect; on the % scale 0 is the no-effect control and ±100 the full control effect; nearly all actives have a fitted effect of over 75% in size
Target sequence (Q96KQ7 913-1193 limits assumed): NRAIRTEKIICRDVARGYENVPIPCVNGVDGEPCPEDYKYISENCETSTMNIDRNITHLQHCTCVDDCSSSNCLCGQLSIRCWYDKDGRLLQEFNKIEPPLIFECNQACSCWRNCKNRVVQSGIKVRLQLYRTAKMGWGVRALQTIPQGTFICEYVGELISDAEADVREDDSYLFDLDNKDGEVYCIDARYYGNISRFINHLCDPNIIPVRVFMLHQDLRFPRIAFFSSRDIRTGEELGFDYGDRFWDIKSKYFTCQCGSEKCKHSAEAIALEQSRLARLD
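Compounds were preincubated with 20 nM G9a for 15 min, after which biotinylated H3K9 peptide (500 nM) and SAM (20 uM) started a 2 h room-temperature reaction. Monomethylated product was quantified by antibody-based AlphaScreen chemiluminescence.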
* = called active by the depositor; ? = inconclusive; nt = not tested or not shown; & = joins results of further samples; [ ] = remark or other dose. Unless noted, the call rests on the fitted dose curve; in most records, active means well fitted curve in the direction sought with a large enough effect; inconclusive means small, poorly fitted or top-dose-only effect, or another doubt; inactive means no such curve, though single readings can be large; an effect the other way counts as inactive or inconclusive. Some of the compounds tested; count on the stated rates, not on these rows.

SMILES | RGS4 inhibitor | 12-LOX inh | HP1b chromo inh | PI4K2A block | GLS inh | JMJD2A Tudor | BAZ2B inh | ERG Ets-DNA blk | G9a block
Cc1cc(C)cc(C(=O)NN2CCOCC2)c1 | 7.6% | 5.9% | 25.1% | -2.1 | 7.6% | -7.4% | 11.9% | 8.5% | 12.3%[59 µM]
CCOc1ccc(NS(=O)(=O)c2cc(NC(=O)C3CC3)ccc2C)cc1Br | 16.4% | -22.3% | 7.5% | 1.2 | 31.4% | -27.8% | nt | -1.0% | nt
COc1ccc(OC)c(CCNC(=O)CCC(=O)N2CCOc3ccc(C)cc32)c1 | 1.1% | 15.8% | 15.2% | -7.1 | -7.2% | -23.8% | -35.4% | 1.4% | 4.4%
CCOc1ccc(NC(=O)CN(C)C(=O)c2c(C)nn(-c3ccc(F)cc3)c2Cl)cc1OCC | 2.9% | ? | 13.6% | 0.7 | 5.0% | -18.6% | -10.5% | 7.4% | -8.2%
COc1ccc(CN2CCNC(=O)C2CC(=O)N(C)Cc2ccccn2)cc1OC (stereo not drawn) | 29.5% | -2.1% | 24.7% | -1.1 | -0.2% | 14.1µM* | 16.8% | 15.3% | nt
COc1cc2c(cc1OC)CN(C(=O)CN1C(=O)NC3(CCCCC3C)C1=O)CC2 (stereo not drawn) | 0.5% | -3.5% | 31.2% | -0.6 | -9.1% | -4.8% | -3.6% | 9.5% | -38.3%
COc1cc(C)c(Cl)cc1S(=O)(=O)NCCN1CCOCC1 | 21.0% | 0.0% | 5.2% | -1.0 | 1.8% | -9.0% | 4.0% | -9.2% | 0.7%[59 µM]
O=C(CN(CC1CCCO1)C(=O)CNS(=O)(=O)c1ccc(Cl)cc1)NC1CCCC1 (stereo not drawn) | -5.7% | -3.2% | 19.9% | -4.0 | -7.0% | -4.3% | 2.1% | -3.5% | 6.0%
CC(=O)c1ccc(S(=O)(=O)N2CCN(c3nc(-c4cccnc4)nc4ccccc34)CC2)cc1 | -33.5% | 99.1%&2.0%[activator] | 18.6% | 1.9 | 3.3% | -20.1% | -0.1% | 1.5% | ?
O=C1C(Cc2ccccc2)SC(=Nc2ccccc2)N1c1ccccc1 (stereo not drawn) | -9.4% | 4.3% | 33.7% | -9.0 | -13.0% | 7.2% | 4.7% | 6.6% | 34.6%[0.501 µM]
O=C(CSC(=S)N1CCCC1)NCC(=O)Nc1ccccc1Br | -4.3% | -5.2% | 44.0% | 0.6 | -0.5% | -12.9% | -2.2% | nt | -21.4%
CCCCC(NC(C)=O)c1nc2ccccc2[nH]1 (stereo not drawn) | -10.4% | 2.6% | 20.7% | 0.0 | -2.4% | -18.1% | 9.9% | 3.5% | -6.7%[59 µM]
CCCC1(C)NC(=O)c2ccccc2O1 (stereo not drawn) | -5.6% | -3.3% | 38.7% | 1.6 | 0.0% | 7.7% | -4.2% | 37.0%[activator][15.4 µM] | nt
CCCCCN1C/C=C\C(c2ccc(OC)cc2)N(Cc2ccc(F)cc2)C(=O)C1 (stereo not drawn) | 15.3%&-11.5% | -3.0% | 3.4%&60.9% | -2.3 | 16.9% | ? | -24.8% | -1.4% | -1.3%[59 µM]
COC(=O)CSc1ncc2c(n1)-c1ccccc1N(Cc1ccccc1C)S2(=O)=O | -26.7% | -22.5% | 59.4%[activator] | -8.4 | -4.4% | 15.3% | 23.8% | 9.6% | 49.9%[59 µM]
CC(C)c1ccc(S(=O)(=O)c2nnn3c2nc(N2CCCC2)c2sccc23)cc1 | -0.7% | -13.8% | 18.3% | 1.4 | 7.8% | -16.1% | -0.4% | 5.7% | 3.9%[59 µM]
Cc1nc(CN(C)Cc2nc(Cc3cccc(F)c3)no2)cs1 | 48.2% | -4.5% | 24.8% | -0.3 | 0.0% | -9.7% | 6.5% | 0.1% | nt
O=C(CN1CCC(c2nc3ccccc3s2)CC1)N1CCCCC1 | 3.3% | 1.8% | 16.2% | -1.0 | -4.4% | -17.7% | -19.0% | 0.5% | -24.0%
O=C1N(c2ccccc2)C[C@@H]2C[C@@H](c3cccs3)N3CCC[C@@]123 | 2.9% | ? | 19.6% | 4.8 | -2.2% | -26.0% | -23.0% | 23.1% | -11.7%[12.7 µM]
CCOc1ccc(/C=N/OCC(=O)Nc2ccc3c(c2)OCO3)cc1 | -12.0% | -1.4% | 31.9%[activator] | -5.9 | 0.6% | -22.6% | ? | -5.2% | -3.0%
N#Cc1c(-c2ccc(Cl)cc2)c2c([nH]c1=O)-c1ccccc1OC2 | 11.9% | 68.5%[activator] | 18.4% | 0.5 | 8.2% | 1.8% | 0.0% | 1.1% | -37.5%
O=C(NNC(=O)c1ccccc1Br)c1cccs1 | -0.5% | -3.8% | 3.3% | 1.4 | 20.4% | -16.2% | -13.7% | 4.1% | -5.7%
O=C(N/C(=C/c1ccccc1)C(=O)N1CCCCC1)c1ccco1 | -22.9% | ? | 37.9% | 4.2 | 13.6% | -25.6% | -16.1% | 2.4% | -0.2%
O=C(COC(=O)c1cnc(Cl)c(Cl)c1)NCc1ccc2c(c1)OCO2 | 2.6% | -11.5% | 29.8% | -0.6 | 4.4% | -12.2% | -21.2% | -8.3% | 2.4%[59 µM]
Nc1nc(N)c(S(=O)(=O)c2ccccc2)c(Nc2ccc(Br)cc2)n1 | 9.4% | -20.7% | 7.0% | -13.4 | -10.5% | -28.0% | ? | -7.2% | -1.0%[59 µM]
Cc1cc(C)n2nc(CC(=O)NNC(=O)COc3ccccc3)nc2n1 | 8.6% | -0.5% | 34.7% | 1.4 | -5.0% | -3.4% | -8.8% | -1.1% | 25.1µM*
CN(C)CCCn1c(=S)[nH]c2ccccc2c1=O | 25.3% | -20.4% | 4.0% | -3.9 | 14.1% | 0.0% | -4.8% | -1.5% | 50.1µM*
CCCOC(=O)Nc1cccc(C(C)=O)c1 | -33.6% | 0.0% | 36.5% | -4.9 | 3.1% | 2.5% | 5.6% | 1.0% | -8.1%[59 µM]
COc1ccc(NC(=O)N2Cc3ccccc3CC2C(=O)NC(C)(C)C)cc1 (stereo not drawn) | -17.1% | 0.0% | 32.6% | -2.7 | -0.1% | -9.2% | -5.4% | -1.6% | 30.6%[0.501 µM]
Cc1ccc(C(C)C)c(OCCOCCN2CCNCC2)c1 | 11.3% | 1.3% | 4.5% | -17.8 | -0.3% | -22.8% | nt | -1.0% | nt
O=C(NCc1ccc(Cl)cc1)c1ccc(CSc2nc3ccncc3[nH]2)cc1 | -7.1% | 8.5% | 23.2% | -6.5 | -0.1% | -15.5% | -9.3% | 0.0% | 5.1%
COc1ccccc1NC(=O)CN1CCN(Cc2ccccc2)CC1 | 42.6% | 0.0% | 9.2% | 3.6 | 0.4% | -12.6% | 0.7% | -4.2% | -19.4%[12.7 µM]
CCOc1ccc(NC(=O)C2CCCN(S(=O)(=O)c3c(C)noc3C)C2)cc1 (stereo not drawn) | 34.7% | 2.0% | 18.0% | -2.6 | -9.8% | -17.2% | -9.5% | 1.4% | -12.2%
Cc1ccc(S(=O)(=O)N2CCCCC2c2cccnc2)c(C)c1C (stereo not drawn) | 4.2% | 4.1% | 35.9% | -0.6 | -6.1% | 3.7% | -10.2% | -16.6% | -5.0%
CCCN=C1N(CC)C[C@@H]2[C@@H]3C(=O)N(C)C(=O)[C@@H]3[C@](CC)(C(=O)OC)N12 | 18.8% | -0.8% | 19.8% | 0.3 | 2.4% | -5.8% | nt | -12.7% | nt
Cc1cc(Nc2cccc(F)c2)nc(NCc2ccccc2)n1 | -1.3% | ? | 13.3% | 1.4 | -2.3% | -23.4% | -11.5% | -0.4% | 4.9%[59 µM]
N#C/C(=C\c1ccc(OCc2ccc(Cl)cc2)cc1)C(=O)Nc1cccc(C(=O)O)c1 | ? | -26.9% | 9.9% | 1.7 | 79.1%[activator] | ? | 56.2µM* | -1.7% | ?
COc1ccc(S(N)(=O)=O)cc1-c1nnc2c3ccccc3c(C)nn12 | -5.3% | 0.0%&-6.9% | 21.7% | 0.8 | -1.8% | -17.0% | -9.4% | 3.9% | nt
O=C(Nc1ccc(Oc2ccc3ccccc3c2)cc1)c1ccco1 | 2.0%[11.4 µM] | ? | 9.7% | 4.4 | -3.7% | -15.0%[57.1 µM] | -28.2% | 4.3% | -29.4%[2.33 µM]
O=C(Nc1ccc(S(=O)(=O)Nc2nccs2)cc1)C1CC(=O)N(c2ccccc2)C1 (stereo not drawn) | 3.8% | nt | 28.2% | 3.2 | 0.8% | -5.6% | -19.0% | 1.2% | -28.7%
CC12CCC(C(=O)N3CCc4ccccc43)(CC1=O)C2(C)C (stereo not drawn) | 11.0%[11.4 µM] | 23.7% | 70.6%[activator] | -4.3 | -7.4% | -15.8%[11.4 µM] | -6.2% | 1.2% | -3.4%[12.7 µM]
COc1ccccc1CNC(=S)NC1CCCC1 | 15.1% | -9.3% | 10.6% | 5.6 | 2.8% | 1.4% | -5.1% | -9.6% | -10.5%[59 µM]
C#CCOC(=O)C(NC(=O)c1ccccc1)=C1CCCCC1 | -7.9% | 0.0% | 11.5% | -3.2 | 7.7% | -7.8% | 6.2% | 6.3% | -1.1%[59 µM]
